Screening data as filed in PubChem BioAssay.
PriA SSB inh – K. pneumoniae PriA-SSBct interaction inhibition; AlphaScreen SSBct-PriA binding, biotinylated peptide; inhibition, % at 33 µM; hit rate 0.6% among 430,000; AID 1272365; in the data active = inhibition mostly above about 37%, no sharp cut-off; inactive = mostly below about 20%;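 note: plate controls were negative control peptide for no effect and reference peptide for full effect; strong numbers were not always called active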
Numbers without * were called inactive; & = joins results of further samples. An excerpt; the hit share may differ from the screen's.

SMILES	PriA SSB inh
CCOC(=O)c1sc(NC(=O)C2CCCCN2S(C)(=O)=O)cc1C (stereo not given)	0.0
CCOC(=O)CCNC(=O)N1CCn2cccc2C1c1ccc(Cl)cc1Cl (stereo not given)	-4.0&25.0
O=C(Nn1cnc2c(cnn2-c2ccc(F)cc2)c1=O)C1(c2ccc(Cl)cc2)CCCC1	-5.0
COc1cccc(OC)c1C(O)=C(C#N)c1nc2ccccc2[nH]1	4.2
O=C(NCCOc1ccc(F)cc1)C(=O)Nc1ccccc1Cl	-1.0
CCc1cccc(NC(=O)Nc2cnc(N3CCCC3)nc2)c1	4.0
O=c1c2ccccc2c2ccccc2c(=O)n1-c1ccc(Br)cc1F	4.0
COc1cc2c(cc1OC)CN(C(=O)C1CCN(c3ccc(-n4cccn4)nn3)CC1)CC2	-17.0
CCc1nnc(C2CCN(C(=O)Nc3ccc(Cl)cc3)CC2)s1	-18.0
Cc1cc(=O)[nH]c(-n2nc(C)c(CCC(=O)N3CCCC3)c2C)n1	-1.0
CC(=NNC(=O)c1cc(C2CC2)nc2ccccc12)c1ccc(C)s1	5.3
CCC(=NNC(N)=O)c1ccc(OC(F)F)cc1	-5.0
Cc1ccc(OC2CCCN(S(=O)(=O)CCOc3ccccc3)C2)nn1 (stereo not given)	3.0
CCOc1cccc2sc(N(C[C@H]3CCCO3)C(=O)c3ccc(F)cc3F)nc12	0.0
O=C(CN1N=C(c2ccccc2F)c2cc(Cl)ccc2S1(=O)=O)N1CCOCC1	-2.0
O=C(Cn1nc(-c2ccco2)c2sc(N3CCOCC3)nc2c1=O)Nc1ccc(F)cc1F	-3.0
COc1ccc(-c2cc(-c3ccc(Cl)cc3)nc3sc(C(=O)NC[C@H]4CCCO4)c(N)c23)cc1	-31.0
CC1(C)Cc2cccc(OCC(=O)NCC[C@H](O)c3ccco3)c2O1	-5.0
Cc1nc2ccccc2n1Cc1ccc(C(=O)NCc2c(F)cccc2F)o1	-7.0
Cc1ccc(-c2cc(=O)n(CC(=O)Nc3ccc(C(C)C)cc3)cn2)cc1	-5.0&12.0
O=C(c1cc(=O)c2ccccc2o1)N(Cc1ccsc1)C1CC1	-10.0
Cc1cccc(NC(=O)CCCSc2ccc(NC(=O)C3CC3)nn2)n1	-24.0&-4.0
CCCc1cc(=O)n(CC(=O)Nc2nc(C)cs2)cn1	-6.0
COc1cc(C(=O)Nc2ccc(-c3cn4c(n3)SCC4)cc2)cc(OC)c1OC	-3.0
CC(C)Oc1ccc(C(O)=C2C(=O)C(=O)N(CCN(C)C)C2c2ccco2)cc1 (stereo not given)	-9.6
O=C(Cc1cc(=O)[nH][nH]1)NN=Cc1c(F)cccc1Cl	-0.2
Clc1ccc(C=NN2CCN(Cc3ccccc3)CC2)cc1	-2.9
Cc1ccc(NC(=O)C(=O)NCC2CCN(Cc3ccco3)CC2)cc1C	-4.0
Cn1c(=O)n(CCc2ccccc2)c(=O)c2c(N3CCN(C(=O)c4ccco4)CC3)ccnc21	0.0
Nc1cc(Cl)ccc1[C@@H](O)c1ccccc1	-11.0
O=C(CCc1ccccc1)N1CCN(c2ccc(N3CCOCC3)nn2)CC1	-12.0
Cc1ccccc1OCC(=O)N1CCc2cc(S(=O)(=O)NC3CCCC3)ccc21	-9.0
O=C(CCc1ccccc1)N1CCN(Cc2nc(-c3ccc(F)cc3)cs2)CC1	-6.0
COC(=O)Nc1ccc(S(=O)(=O)N2CCCC(C(F)(F)F)C2)cc1 (stereo not given)	-11.0
CCOc1ccc(Cl)cc1S(=O)(=O)N1CCN(CCO)CC1	-23.0
O=C(c1ccc(F)cc1)N(CCCn1ccnc1)c1nc2c(F)cccc2s1	18.0
N#C/C(=C\c1ccc(-c2ccc(S(N)(=O)=O)cc2)o1)c1ccc(Cl)cc1	10.0
CCCN=C(N)C(C(=O)OCC)=C(O)c1ccc(OC)cc1	-9.8
Cc1ccc(C)c(Sc2cc(N3CCC(C(=O)N4CCN(c5ccccc5)CC4)CC3)ncn2)c1	6.0
Cc1c(Cl)cccc1S(=O)(=O)NCC(O)c1cccn1C (stereo not given)	4.0

An excerpt from above in order of length of the SMILES, highest first:
SMILES	PriA SSB inh
COc1ccc(-c2cc(-c3ccc(Cl)cc3)nc3sc(C(=O)NC[C@H]4CCCO4)c(N)c23)cc1	-31.0
Cn1c(=O)n(CCc2ccccc2)c(=O)c2c(N3CCN(C(=O)c4ccco4)CC3)ccnc21	0.0
Cc1ccc(C)c(Sc2cc(N3CCC(C(=O)N4CCN(c5ccccc5)CC4)CC3)ncn2)c1	6.0
O=C(Nn1cnc2c(cnn2-c2ccc(F)cc2)c1=O)C1(c2ccc(Cl)cc2)CCCC1	-5.0
COc1cc2c(cc1OC)CN(C(=O)C1CCN(c3ccc(-n4cccn4)nn3)CC1)CC2	-17.0
O=C(Cn1nc(-c2ccco2)c2sc(N3CCOCC3)nc2c1=O)Nc1ccc(F)cc1F	-3.0
CC(C)Oc1ccc(C(O)=C2C(=O)C(=O)N(CCN(C)C)C2c2ccco2)cc1 (stereo not given)	-9.6
CCOc1cccc2sc(N(C[C@H]3CCCO3)C(=O)c3ccc(F)cc3F)nc12	0.0
COc1cc(C(=O)Nc2ccc(-c3cn4c(n3)SCC4)cc2)cc(OC)c1OC	-3.0
Cc1ccccc1OCC(=O)N1CCc2cc(S(=O)(=O)NC3CCCC3)ccc21	-9.0
O=C(CCc1ccccc1)N1CCN(Cc2nc(-c3ccc(F)cc3)cs2)CC1	-6.0
Cc1cc(=O)[nH]c(-n2nc(C)c(CCC(=O)N3CCCC3)c2C)n1	-1.0
COC(=O)Nc1ccc(S(=O)(=O)N2CCCC(C(F)(F)F)C2)cc1 (stereo not given)	-11.0
CC1(C)Cc2cccc(OCC(=O)NCC[C@H](O)c3ccco3)c2O1	-5.0
Cc1nc2ccccc2n1Cc1ccc(C(=O)NCc2c(F)cccc2F)o1	-7.0
Cc1cccc(NC(=O)CCCSc2ccc(NC(=O)C3CC3)nn2)n1	-24.0&-4.0
COc1cccc(OC)c1C(O)=C(C#N)c1nc2ccccc2[nH]1	4.2
O=C(Cc1cc(=O)[nH][nH]1)NN=Cc1c(F)cccc1Cl	-0.2
O=C(c1cc(=O)c2ccccc2o1)N(Cc1ccsc1)C1CC1	-10.0
CCCN=C(N)C(C(=O)OCC)=C(O)c1ccc(OC)cc1	-9.8
CCc1cccc(NC(=O)Nc2cnc(N3CCCC3)nc2)c1	4.0
Clc1ccc(C=NN2CCN(Cc3ccccc3)CC2)cc1	-2.9
CCC(=NNC(N)=O)c1ccc(OC(F)F)cc1	-5.0

The results go on.
SMILES	PriA SSB inh
CC(C)c1nc(S(=O)(=O)NCc2cccnc2-c2cccs2)cn1C	-12.0
O=C(COC(=O)c1ccc(O)cc1)Nc1nnc(-c2ccccc2)o1	59.2*
CCc1ccc(S(=O)(=O)Nc2ccc3c(c2)C(=O)Nc2cc(Cl)ccc2O3)s1	20.0
CCOc1ccccc1NC(=O)C(=O)NCC1CCN(C(=O)Oc2ccccc2)CC1	-19.0
CC(=O)c1cccc(NC(=O)Cc2csc(Nc3ccc(F)cc3)n2)c1	8.0
COC(=O)c1sccc1S(=O)(=O)NCCn1nc(-c2ccccn2)c2c1CCCC2	3.0
Clc1ccc(C=NNC2=Nc3cccc4cccc2c34)cc1	9.4
Cc1oncc1C(=O)Nc1cccc(-c2cnc3n2CCC3)c1	-1.0
O=C(Cn1cnc2ccccc21)NCc1cccnc1-c1ccsc1	-4.0
O=C(Nc1cccs1)N(Cc1ccoc1)Cc1cccs1	14.0
COc1ccc(-n2nc3c(c2NC(=O)C(=O)N2CCC(C(N)=O)CC2)CSC3)cc1	-5.0
Cc1cccc(-n2nc3c(c2NC(=O)C(=O)NCc2ccccn2)CSC3)c1	1.0
O=[N+]([O-])c1ccc2c(c1)C(=NO)c1ccccc1-2	7.5
Cc1[nH]n(-c2ccccc2)c(=O)c1C=NN(c1ccccc1)c1ccccc1	10.3
CN(C)[C@@H](CNC(=O)C1CCC1)c1cn(C)c2ccccc12	-15.0
C=CCn1c(=NC(=O)c2ccc([N+](=O)[O-])o2)sc2cccc(OC)c21	-5.0
CN1C(=O)C(C)(C)COc2ccc(NC(=O)c3cc4ccccc4oc3=O)cc21	9.0
Cc1csc(NC(=O)[C@H](C)n2nc(-c3ccc(F)cc3)ccc2=O)n1	7.0
COc1ccc(-c2csc(NC(=O)Cc3ccc(SC)cc3)n2)cc1C	8.0
CCOc1cccc(NC(=O)CSc2nc3c([nH]2)c(=O)n(C)c(=O)n3C)c1	11.0

Of the compounds above, these contain a cyano group:
SMILES	PriA SSB inh
COc1cccc(OC)c1C(O)=C(C#N)c1nc2ccccc2[nH]1	4.2
N#C/C(=C\c1ccc(-c2ccc(S(N)(=O)=O)cc2)o1)c1ccc(Cl)cc1	10.0

The list goes on:
SMILES	PriA SSB inh
COc1ccc(OCC(=O)NN=c2oc3c(OC)cccc3cc2C(N)=O)cc1	1.4
C=CCNC(=O)NCC1CCN(c2ncccn2)CC1	-2.0
CC(=O)O[C@@H]1C=C[C@](C)(O)C[C@@H](C)CC=C[C@H]2[C@H](O)[C@@](C)(O)[C@@H](C)[C@H]3[C@H](Cc4ccccc4)NC(=O)[C@@]312	-10.5
COc1cc(C=NNc2ccccc2[N+](=O)[O-])ccc1OC(=O)c1ccccc1F	10.0
O=c1[nH]c2ccc([N+](=O)[O-])cc2s1	3.0
COc1ccc(CNC(=O)NCCn2nc(-c3ccncc3)c3c2CCCC3)cc1OC	-12.0
COc1ccccc1CCNC(=O)C1CN(C(=O)c2cnccn2)C1	-7.0
Cc1nc(NN=Cc2ccccn2)sc1C	10.7
CN(C)c1ccc(C(=O)N(Cc2ccccn2)c2nc3ccc(Br)cc3s2)cc1	-4.0
COc1cccc(NC(=O)c2oc3ccccc3c2NC(=O)c2cccc(Cl)c2)c1	-6.0
CCCN(CCC)S(=O)(=O)c1ccc(C(=O)OCCN2C(=O)C3C4c5ccccc5C(c5ccccc54)C3C2=O)cc1 (stereo not given)	-2.0
O=c1[nH]c(=O)n(-c2ccc(F)cc2)c(O)c1C=C1C=Nc2ccccc21	-6.4
CCNC(=S)NN=C(C)c1cc2ccccc2o1	3.4
CC(=O)Nc1ccc(OCC(O)COc2c(C)cccc2C)cc1 (stereo not given)	4.0
O=C(CSc1nnc(-c2ccc(Cl)s2)o1)Nc1ccc(C(F)(F)F)cc1	-2.0
O=C(CSc1nnc(-c2cccc(S(=O)(=O)N3CCOCC3)c2)o1)c1ccc(Cl)cc1Cl	-3.0
CCc1nnc(NS(=O)(=O)c2ccc(NC(=O)Nc3cccc(C(F)(F)F)c3)cc2)s1	-4.0&-3.0
CC(=O)Nc1ccc(S(=O)(=O)NCC2(c3cccs3)CCCC2)c(C)c1	1.0
O=S(=O)(c1ccc(Cl)s1)N1CC[C@H](n2cc(-c3ccccc3)nn2)C1	-9.0
Cc1ccc(N2C[C@@H](C(=O)N3CCN(c4nccn4C)CC3)CC2=O)cc1	-1.0
Cc1noc(C)c1CCC(=O)Nc1nc(-c2cccnc2)cs1	8.0
CCOc1ccccc1-n1nnc(-c2nn3c(Cc4ccccc4)nnc3s2)c1C	8.0
Cc1cccc(OC2CCN(C(=O)c3ccccn3)CC2)n1	-14.0
CC(C)(C)SC1CCN(S(=O)(=O)c2ccc(S(N)(=O)=O)cc2)C1 (stereo not given)	0.0
COCc1ccc(C(=O)Nc2cc(C)nc3ccc(C)cc23)o1	9.0
Cc1noc(-c2ccc(N3CCCC(C(=O)NC(C)CCc4ccco4)C3)nc2)n1 (stereo not given)	0.0
Cc1nn(C)cc1C=Nn1nnnc1N	-5.8
Cc1ccc(-c2nn(-c3ccccc3)cc2C=NNC(=O)c2ccc(Br)o2)cc1	-3.1
O=C1/C(=C/Nc2ccc3c(c2)N2CCN=C2S3)S(=O)(=O)N(Cc2ccccc2)c2ccsc21	-23.0
O=C(CN1CCC(C(=O)Nc2ccc3c(c2)OCCO3)CC1)Nc1ccc(F)cc1	6.0
CN(CC(=O)Nc1cccc(NS(C)(=O)=O)c1)c1nc2ccccc2s1	2.0
CCCc1cc(=O)[nH]c(-n2nc(C)cc2NC(=O)C(=O)NCc2ccccc2Cl)n1	-16.0
O=C(CCc1ccc(C(F)(F)F)cc1)NCC1CCN(C(=O)c2ccccc2F)CC1	4.0
Cc1cc(C(=O)Nc2nnc(-c3cc(C)oc3C)o2)on1	-5.0
O=C1NCCCC1C(=O)NN=Cc1ccccc1O (stereo not given)	-1.2
CCCc1cc(=O)[nH]c2nnc(SCC(=O)Nc3ccc(C)c(Cl)c3)n12	-16.0
Cn1cnc(S(=O)(=O)NCCn2ccc(-c3ccccn3)n2)c1	-8.0
O=[N+]([O-])c1ccccc1/C=C/C=Nn1c(-c2ccc(Cl)cc2)n[nH]c1=S	-11.8
CCOc1ccc(NC(=O)Cc2csc(SCC(=O)Nc3cccc(NC(C)=O)c3)n2)cc1	-13.0
COc1ccc(C(=O)Nc2cc(C)nn2-c2ccccc2)cc1OC	0.0
O=C(Nc1ccc2c3c(cccc13)CC2)c1ccc([N+](=O)[O-])cc1[N+](=O)[O-]	-3.0
CC(C)COc1ccc(S(=O)(=O)Nc2ccc3c(c2)C(=O)NCCO3)cc1	7.0
O=C(CSc1ccc(F)cc1)Nc1ccc2c3c(cccc13)CC2	-23.0
Nc1ccccc1NC(=O)CCC(=O)O	8.0
COc1ccc(S(=O)(=O)C2CCN(C(=O)c3cccc(C(F)(F)F)c3)CC2)cc1	0.0
Cc1ccccc1C(=O)NCc1ccsc1	4.0
COCCNC(=O)c1ccc(CNS(=O)(=O)c2cc(C)ccc2C)cc1	-11.0
